Screening results as filed in PubChem.
RXFP1 antag: blocks the human relaxin receptor RXFP1. HEK293-RXFP1, relaxin-stimulated cAMP HTRF, 30 min; active compounds read low. AID 1259400. Q9HBX9. 350,000 compounds, 0.59% hits. activity change, negative = inhibition, % at 57.5 µM;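 active means activity change of -60% or lower, but not beyond a set lower limit; inconclusive means change between -60% and -40%, or beyond the set limit; inactive means change above -40%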; further: on the % scale 0 is the no-effect control and ±100 the full control effect
POLH inh: inhibitors of human DNA polymerase eta; Q9Y253; recombinant Pol eta, fluorescent DNA replication assay; Potency, µM (titrated, usually from 114 µM), inactives show top-dose activity change, negative = inhibition, actives largely listed as inhibitors; 390,000 compounds, 1.2% hits; further: potency means the concentration at half of the fitted maximal effect; on the % scale 0 is the no-effect control and ±100 the full control effect
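Pol eta (10 nM) was preincubated with compounds for 15 min at room temperature, after which fluorescent replication substrate (50 nM final) was added to start the reaction. Fluorescence was read kinetically at 0 and 10 min.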
POLI inh: blocks human DNA polymerase iota activity. Pol iota fluorescent replication assay, 10 min. Potency, µM (top dose mostly 115 µM), for inactives: at the highest dose activity, negative = inhibition, most hits filed as inhibitors. AID 588590. 390,000 compounds, 1% hits. Q9UNA4; further: potency means the concentration at half of the fitted maximal effect
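Fluorescent replication assay read twice, at 0 min and 10 min after adding 50 nM (final) substrate. Enzyme (10 nM) and compounds were first incubated 15 min at room temperature; enzyme-free buffer wells were negative controls.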
Anesthetic bind: candidate novel general anesthetic via apoferritin binding | P02791 | apoferritin/1-aminoanthracene competitive binding, fluorescence | Potency, µM (highest dose often 77.5 µM), inactives show at the highest dose activity change, negative = displacement, hits mostly inhibitors | AID 485281 | 350,000 compounds, 0.074% hits; further: potency means the concentration at half of the fitted maximal effect; on the % scale 0 is the no-effect control and ±100 the full control effect; nearly all actives have a fitted effect of over 20% in size
Target sequence (P02791 2-175 limits assumed): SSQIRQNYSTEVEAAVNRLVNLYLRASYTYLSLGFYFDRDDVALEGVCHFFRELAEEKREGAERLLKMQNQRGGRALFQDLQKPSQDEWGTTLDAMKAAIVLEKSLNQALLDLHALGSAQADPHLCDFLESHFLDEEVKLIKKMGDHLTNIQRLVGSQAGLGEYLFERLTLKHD
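Horse-spleen apoferritin (10 uM) was mixed with 50% saturated 1-aminoanthracene in PBS, exposed to compounds for 10 min at room temperature, and read for fluorescence (ex 380 nm, em 535 nm). Competitive displacement was fitted with a four-parameter Hill equation.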
BLM inh: Bloom syndrome helicase (human) inhibition; P54132; recombinant BLM DNA unwinding, fluorescence dequenching; Potency, µM (top dose mostly 56.1 µM), for the others: top-dose activity change, negative = inhibition, usual class: inhibitors; 350,000 compounds, 0.2% hits; AID 2528;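 further: potency means the concentration at half of the fitted maximal effect; plate controls were vehicle for no effect and no enzyme for full effect; nearly all actives have a fitted effect of over 35% in size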
APE1 inh: APE1 (human) endonuclease inhibition | Potency, µM (highest dose often 65.8 µM), inactives show at the highest dose activity change, negative = inhibition, actives largely listed as inhibitors | AID 2517 | P27695 | 350,000 compounds, 0.35% hits | recombinant APE1, TAMRA/BHQ-2 abasic DNA cleavage fluorescence;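 further: potency means the concentration at half of the fitted maximal effect; plate controls were vehicle for no effect and reference inhibitor for full effect; nearly all actives have a fitted effect of over 55% in size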
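Kinetic fluorescence read (525 ex/598 em nm, three reads 60 s apart) of AP-site incision; signal = third minus first read. Enzyme 0.75 nM, dual-labelled THF duplex 50 nM, compound preincubation 15 min RT.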
Pol kappa inh: blocks human DNA polymerase kappa activity; Q9UBT6; 400,000 compounds, 0.53% hits; Potency, µM (highest dose often 107 µM), without a hit: top-dose activity, negative = inhibition, most hits filed as inhibitors; purified Pol kappa, fluorescent DNA synthesis assay, 10 min; AID 588579; further: potency means the concentration at half of the fitted maximal effect; on the % scale 0 is the no-effect control and ±100 the full control effect
Target sequence (Q9UBT6 whole entry, looked up): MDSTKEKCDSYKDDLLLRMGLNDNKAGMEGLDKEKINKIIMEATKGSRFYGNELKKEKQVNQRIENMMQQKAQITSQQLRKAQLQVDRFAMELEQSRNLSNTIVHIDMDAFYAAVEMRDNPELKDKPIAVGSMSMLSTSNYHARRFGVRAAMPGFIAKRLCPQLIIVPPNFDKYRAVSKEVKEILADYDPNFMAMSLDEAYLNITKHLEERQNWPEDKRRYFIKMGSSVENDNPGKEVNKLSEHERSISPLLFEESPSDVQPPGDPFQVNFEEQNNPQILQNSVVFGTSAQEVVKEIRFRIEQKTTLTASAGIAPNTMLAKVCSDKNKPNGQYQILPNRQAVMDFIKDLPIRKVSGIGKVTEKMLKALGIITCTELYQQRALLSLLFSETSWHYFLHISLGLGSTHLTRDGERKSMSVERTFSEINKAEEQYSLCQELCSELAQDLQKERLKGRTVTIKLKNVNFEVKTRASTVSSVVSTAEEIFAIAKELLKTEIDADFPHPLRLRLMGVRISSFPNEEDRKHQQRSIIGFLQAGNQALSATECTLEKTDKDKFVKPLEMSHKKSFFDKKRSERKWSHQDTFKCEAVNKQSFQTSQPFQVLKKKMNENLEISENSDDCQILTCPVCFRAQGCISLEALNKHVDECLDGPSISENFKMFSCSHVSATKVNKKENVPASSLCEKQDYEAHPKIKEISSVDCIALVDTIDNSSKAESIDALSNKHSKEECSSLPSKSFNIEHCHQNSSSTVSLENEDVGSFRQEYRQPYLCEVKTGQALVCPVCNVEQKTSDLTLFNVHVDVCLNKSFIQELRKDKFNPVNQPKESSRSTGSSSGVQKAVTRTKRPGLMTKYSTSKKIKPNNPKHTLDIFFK
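Fluorescent qHTS in 1536-well format: enzyme (10 nM) and compound sat 15 min at room temperature before 50 nM substrate (final) was added. Signal taken at 0 and 10 min; no-enzyme buffer wells were negative controls.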
Pol beta inh: inhibitors of human DNA polymerase beta; Pol beta primer extension/strand displacement, fluorescence kinetic; 340,000 compounds, 1.3% hits; Potency, µM (highest dose often 114 µM), inactives show at the highest dose activity change, negative = inhibition, usual class: inhibitors; further: potency means the concentration at half of the fitted maximal effect; on the % scale 0 is the no-effect control and ±100 the full control effect
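Pol beta (10 nM) and compounds were preincubated 15 min at room temperature, then 50 nM substrate (final) started primer extension/strand displacement. Reads were taken at 0 and 10 min; concentration-response data were fitted to a four-parameter Hill equation.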
Tb PGK inh: blocks T. brucei phosphoglycerate kinase. P07378. PGK/GAPDH coupled, Kinase-Glo luminescence, 60 min. Potency, µM (top dose mostly 57.5 µM), without a hit: at the top dose activity change, negative = inhibition, actives largely listed as inhibitors. 380,000 compounds, 0.043% hits; further: potency means the concentration at half of the fitted maximal effect; on the % scale 0 is the no-effect control and ±100 the full control effect; nearly all actives have a fitted effect of over 60% in size
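Luminescent ATP detection (Kinase-Glo Plus) follows a 60-minute room-temperature incubation, with wells lacking PGK as controls. Buffer: 100 mM TEA (pH 7.6), 5 mM MgCl2, 0.01% Tween-20. Coupling enzyme GAPDH (100 nM final) supplies unstable 1,3-BPG in-well.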
The depositor's hits bear a star; i = inactive; ? = inconclusive; nt = no result given; & = joins results of further samples; [ ] = dose if it differs, or a comment. Unless noted, the call rests on the fitted dose curve; in most records, active means well fitted curve in the direction sought with a large enough effect; inconclusive means small, poorly fitted or top-dose-only effect, or another doubt; inactive means no such curve, though single readings can be large; an effect the other way counts as inactive or inconclusive. Some of the compounds tested; the hit share may differ from the screen's.

SMILES	RXFP1 antag	POLH inh	POLI inh	Anesthetic bind	BLM inh	APE1 inh	Pol kappa inh	Pol beta inh	Tb PGK inh
Nc1c(Br)cc2oc(-c3ccccc3)nc2c1Br	-23	-14%	9%	2%	-4%	0%	-1%	23%	i
COc1ccc(CCCc2nnc(SCC(=O)Nc3ccc(Cl)cc3)o2)cc1	-3	-7%	27%	-4%	-3%	nt	3%	0%	-11%
COc1cccc(NC(=O)c2oc3ccccc3c2NC(=O)Cc2cccc(C)c2)c1	-12	-16%	6%	-3%	-8%	nt	-7%	14%	-1%
Oc1ccc(C=Nc2ccccc2-c2nc3ccccc3[nH]2)c(O)c1	nt	-14%	?	61%[activator]	-6%	-4%	-35%	2%	-4%
O=C1CC(=O)N2CCSC2=N1	6	-7%	-24%	nt	nt	nt	-3%	nt	-8%
OC1(c2ccc(Cl)cc2)CCN(Cc2nc(-c3cnccn3)no2)CC1	3	-3%	65%[activator]	-11%	-21%	4%	5%	2%	-3%
O=C(CSc1nc2ccccc2nc1Cc1ccc(Cl)cc1)N1CCc2ccccc21	5	-7%	2%	1%	-4%	nt	-6%[60.1 µM]	15%	-9%
COc1ccc(N(C(=O)CNC(=O)c2ccco2)C(C(=O)NCC2CCCO2)c2ccc(OC)c(OC)c2)cc1 (stereo not given)	7	-16%	?	88%[activator]	-5%	56%[activator]	-2%	20%	i
COc1ccc2oc(=O)c(C(=O)N3CCN(C(=O)c4ccco4)CC3)cc2c1	-9	-11%	103%[activator]	147%[activator]	0%	-8%[12.4 µM]	0%	14%	i
Cc1ccc(C)c(NC(=O)c2nc(S(=O)(=O)Cc3ccc(F)cc3)ncc2Cl)c1	-24	89µM*	?	65%[activator]	-2%	nt	-6%	32µM*	4%
COc1cc(C2C(C(=O)c3ccc(C)o3)=C(O)C(=O)N2c2cc(C)on2)ccc1O (stereo not given)	5	7%	4%	?	0%	-4%	4%	?	1%
O=C(NCc1ccc2c(c1)OCO2)c1cccc(S(=O)(=O)N2CCCC2)c1	4	-6%	10%	?	-1%	-21%	-15%	15%	0%
COc1ccc(C2CC(=O)C(C=NCCO)=C(O)C2)cc1 (stereo not given)	-1	2%	-11%	-6%	-1%	31%	-8%	13%	7%
CCOC(=O)C(C(=O)OCC)[C@@H]1CS(=O)(=O)C[C@H]1C(C(=O)OCC)C(=O)OCC	-2	-2%	19%	-15%	0%	-1%	0%	1%	i
CCOc1ccccc1NC(=O)CSc1nnc(-c2cnccn2)n1CC	10	4%	6%	-18%	-2%	0%	-10%	24%	-1%
CC(=O)c1cc2c(cc1NC(=O)CN1CCN(c3cccc(C(F)(F)F)c3)CC1)OCO2	24	-17%	4%	-15%	5%	3%	-9%	-14%	nt
O=C(O)c1cc(C(F)(F)F)nc2c(C(F)(F)F)cccc12	nt	-14%	-6%	-6%&-8%	0%&-2%	-5%&3%	13%	-2%	-10%
O=C(NCc1ccccc1)N(Cc1cc2cc3c(cc2[nH]c1=O)OCO3)CC1CCCO1 (stereo not given)	-21	-3%	5%	-2%	-2%	2%	1%	21%	8%
COC(=O)c1ccncc1N	-5	-10%	43%[activator]	103%[activator]	0%	-1%	7%	4%	i
CCOC(=O)C1=C(O)/C(=C/N(C)C)N=C1C	-10	-14%	11%	-3%	-4%	-1%	-5%	23%	-6%
Cc1ccc(C(=O)NCC(=O)Nc2cc(C)ccn2)cc1	-9	-8%	24%	nt	nt	6%	-10%	nt	-1%
CC1CC=CC2C1C(=O)N(Cc1ccccc1)C2c1ccc(Br)cc1F (stereo not given)	nt	nt	-6%	31%[activator]	-7%	-9%	-6%	nt	nt
CCCOc1ccc(NC(=O)CC2C(=O)N(c3ccc(F)cc3)C(=O)N2CC(C)C)cc1 (stereo not given)	9	0%	2%	0%	-1%	nt	-20%	-15%	-5%
COc1ccc(S(=O)(=O)N2CCN(C(=O)c3ccc(NC(C)=O)cc3)CC2)cc1	-1	-14%	-9%	nt	nt	12%	12%	nt	-8%
O=C(Nc1ccccc1Sc1ccccc1)c1ccc(F)cc1	-20	-26%	1%	-11%	-2%	-1%	-14%[60.1 µM]	0%	-4%
CC(C)(C)c1nnc(N/N=C/c2ccccc2O)n(N)c1=O	-4	-1%	18%	-3%	0%	2%	-5%	31%	-8%
O=S(=O)(NCC(c1ccco1)N1CCN(c2ccccc2F)CC1)c1ccc(F)cc1 (stereo not given)	-15	-11%	110%[activator]	5%	-11%	-7%	-10%	4%	4%
Cn1cnc2nc(Cl)nc(Cl)c21	5	-9%	26%	nt	nt	nt	15%	nt	-1%
C=CCn1c(SCC(=O)N2CCOCC2)nnc1C(C)NC(=O)c1ccccc1 (stereo not given)	1	-9%	0%	2%	-1%	-5%	-8%	55%	-6%
COc1ccc(-c2cc(C(=O)Nc3cc(S(N)(=O)=O)ccc3C)c3ccccc3n2)cc1OC	-7	-21%	?	nt	nt	nt	-6%	nt	-3%
O=C1CC(c2ccccc2)C(C(=O)O)N1 (stereo not given)	nt	-11%	11%	-6%	3%	-3%	-4%	5%	5%
CCn1c(C(c2ccccc2)c2ccccc2)n[nH]c1=S	-18	-21%	10%	-18%	-5%	0%	-8%	-11%	-8%
Nc1ncnc2c1ncn2[C@@H]1O[C@H](CNCc2ccc(-c3cc(C(F)(F)F)ccc3Cl)o2)[C@@H](O)[C@H]1O	nt	-9%	-2%	nt	nt	17%	-5%	nt	-1%
COc1cc(NC(=O)c2ccccc2[N+](=O)[O-])c(C(=O)O)cc1OC	12	-14%	46%[activator]	-5%	1%	6%	-6%	8%	2%
COc1cc(NC(=S)NCC2CCCO2)c(OC)cc1Cl (stereo not given)	-9	3%	-19%	-5%	-8%	0%	5%	25%	nt
O=S(=O)(c1ccc2c(c1)OCCO2)N1CCc2ccccc21	-6	-13%	?	1%	-5%	-4%	?	13%	-8%
O=C(Cn1ccc2ccccc2c1=O)NCC1COc2ccccc2O1 (stereo not given)	0	-4%	12%	1%	3%	-2%	-2%	1%	4%
Cc1ccccc1Cn1nnc2c(=O)[nH]c(C3CCCN(C(=O)c4ccc(C(C)(C)C)cc4)C3)nc21 (stereo not given)	-33	-17%	4%	-9%	-11%	nt	-26%	-27%	-6%
COc1ccccc1-n1cnc(N)c1C(C)=O	5	-5%	-3%	-3%	2%	1%	-11%	1%	i
CCOc1ccc(S(=O)(=O)NCc2cccnc2)cc1NC(=O)c1ccccc1	-13	-18%	17%	nt	nt	nt	5%	nt	-8%
CCCc1cc(CNC(=O)C2CCC(=O)N(CCc3cccc(F)c3)C2)on1 (stereo not given)	-1	-6%	38%[activator]	-9%	2%	34%	7%	14%	2%
COc1ccc(NC(=O)c2ccc(-n3cccn3)c([N+](=O)[O-])c2)cc1	-3	-4%	47%[activator]	-15%	-15%	1%	1%	-1%	3%
CC(=O)NCCCc1nc2ccccc2n1Cc1ccccc1F	-27	-15%	14%	-7%	-3%	3%	9%	9%	i
CC(C)(C)OC(=O)N1CCCC1C(=O)O (stereo not given)	0	-10%	-1%	2%	-2%	-9%	-1%	-3%	i
Cc1nc(-c2ccc(F)cc2)c(CC(=O)N(C)CC(=O)Nc2ccccc2C(F)(F)F)s1	-3	-17%	-2%	nt	nt	-4%	-2%	nt	i
CCOC(=O)c1c(NC(=O)COC(=O)c2ccccn2)sc(C(=O)N(C)C)c1C	4	-13%	15%	nt	nt	49%	-3%	nt	i
CCCC12CN3CC(C)(CN(C1)C3c1ccc(OCc3ccccc3)cc1)C2=O (stereo not given)	-5	-16%	7%	7%	-6%	nt	-14%	11%	i
Cc1nc2ccc(NC(=S)NC(C)C)cc2nc1C	18	-5%	24%	5%	-3%	23%	-4%	21%	-3%

Some of the entries so far, with bars between the fields:
mol | RXFP1 antag | POLH inh | POLI inh | Anesthetic bind | BLM inh | APE1 inh | Pol kappa inh | Pol beta inh | Tb PGK inh
O=C(Cn1ccc2ccccc2c1=O)NCC1COc2ccccc2O1 (stereo not given) | 0 | -4% | 12% | 1% | 3% | -2% | -2% | 1% | 4%
Cc1ccccc1Cn1nnc2c(=O)[nH]c(C3CCCN(C(=O)c4ccc(C(C)(C)C)cc4)C3)nc21 (stereo not given) | -33 | -17% | 4% | -9% | -11% | nt | -26% | -27% | -6%
COc1ccccc1-n1cnc(N)c1C(C)=O | 5 | -5% | -3% | -3% | 2% | 1% | -11% | 1% | i
CCOc1ccc(S(=O)(=O)NCc2cccnc2)cc1NC(=O)c1ccccc1 | -13 | -18% | 17% | nt | nt | nt | 5% | nt | -8%
CCCc1cc(CNC(=O)C2CCC(=O)N(CCc3cccc(F)c3)C2)on1 (stereo not given) | -1 | -6% | 38%[activator] | -9% | 2% | 34% | 7% | 14% | 2%
COc1ccc(NC(=O)c2ccc(-n3cccn3)c([N+](=O)[O-])c2)cc1 | -3 | -4% | 47%[activator] | -15% | -15% | 1% | 1% | -1% | 3%
CC(=O)NCCCc1nc2ccccc2n1Cc1ccccc1F | -27 | -15% | 14% | -7% | -3% | 3% | 9% | 9% | i
CC(C)(C)OC(=O)N1CCCC1C(=O)O (stereo not given) | 0 | -10% | -1% | 2% | -2% | -9% | -1% | -3% | i
Cc1nc(-c2ccc(F)cc2)c(CC(=O)N(C)CC(=O)Nc2ccccc2C(F)(F)F)s1 | -3 | -17% | -2% | nt | nt | -4% | -2% | nt | i
